ASAP1 GAP inh: inhibitors of human ASAP1 ArfGAP activity. inhibition, % at 16.5 µM. ASAP1-stimulated ARF1 GTP hydrolysis, GDP FP detection. Q9ULH1. 360,000 tested, 0.19% active. AID 624377; in the data active = inhibition above about 25%;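 note: 0% = vehicle with enzyme and substrate and 100% = no enzyme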
HTRA1 inhibitor: inhibitors of human serine peptidase HTRA1 | Q92743 | recombinant HTRA1, FP-rhodamine activity-based probe, fluorescence polarization | inhibition, % at 5.96 µM | 340,000 tested, 0.5% active | AID 504803; in the data active = inhibition above about 36%;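 note: 0% = enzyme with DMSO and 100% = wells lacking enzyme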
ARFGAP1 inhibitor: rat ARFGAP1 inhibition; Q62848; Arfgap1-stimulated ARF1 GTP hydrolysis, GDP FP detection; inhibition, % at 16.5 µM; 360,000 tested, 0.26% active; AID 651572;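 active = inhibition above a per-plate limit, mean inhibition of low control wells plus 3 SD, cut at about 25% in these data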;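 note: 0% = DMSO wells with enzyme and 100% = wells lacking Arfgap1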
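Replicates: Single well per compound | Assay system: Truncated rat Arfgap1 GAP domain | Control set: No-Arfgap1 wells (100%) versus DMSO full-reaction wells (0%) | Times: Enzyme reaction 120 min at 25 °C after 20 min preincubation | Reagent: Human ARF1(Δ1-17)-GTP substrate | Measured by: Tracer-displacement fluorescence polarization with EDTA stop, 620/688 nm | Measure: Percent inhibition of Arfgap1-stimulated GTP hydrolysis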
SMARCA2 act: activators of SMARCA2 function; 370,000 tested, 1% active; AID 652017; MG213 cells, MMTV-luciferase reporter, dexamethasone, overnight; activation, % at 9.1 µM; in the data active = activation above about 7.8%;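 note: 0% = vehicle wells and 100% = reference activator wells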
NPR2 activator: GC-B (human) receptor activation | HEK293-GC-B cells, CNP EC30, cGMP TR-FRET; 0% at EC30 CNP, 100% saturating CNP | activation, % at 10 µM | AID 1920062 | P20594 | 370,000 tested, 0.11% active;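 active = activation at 10 µM reaching about 35% in either raw or pattern-adjusted values, limit read from the data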
Target sequence (P20594 whole entry, looked up): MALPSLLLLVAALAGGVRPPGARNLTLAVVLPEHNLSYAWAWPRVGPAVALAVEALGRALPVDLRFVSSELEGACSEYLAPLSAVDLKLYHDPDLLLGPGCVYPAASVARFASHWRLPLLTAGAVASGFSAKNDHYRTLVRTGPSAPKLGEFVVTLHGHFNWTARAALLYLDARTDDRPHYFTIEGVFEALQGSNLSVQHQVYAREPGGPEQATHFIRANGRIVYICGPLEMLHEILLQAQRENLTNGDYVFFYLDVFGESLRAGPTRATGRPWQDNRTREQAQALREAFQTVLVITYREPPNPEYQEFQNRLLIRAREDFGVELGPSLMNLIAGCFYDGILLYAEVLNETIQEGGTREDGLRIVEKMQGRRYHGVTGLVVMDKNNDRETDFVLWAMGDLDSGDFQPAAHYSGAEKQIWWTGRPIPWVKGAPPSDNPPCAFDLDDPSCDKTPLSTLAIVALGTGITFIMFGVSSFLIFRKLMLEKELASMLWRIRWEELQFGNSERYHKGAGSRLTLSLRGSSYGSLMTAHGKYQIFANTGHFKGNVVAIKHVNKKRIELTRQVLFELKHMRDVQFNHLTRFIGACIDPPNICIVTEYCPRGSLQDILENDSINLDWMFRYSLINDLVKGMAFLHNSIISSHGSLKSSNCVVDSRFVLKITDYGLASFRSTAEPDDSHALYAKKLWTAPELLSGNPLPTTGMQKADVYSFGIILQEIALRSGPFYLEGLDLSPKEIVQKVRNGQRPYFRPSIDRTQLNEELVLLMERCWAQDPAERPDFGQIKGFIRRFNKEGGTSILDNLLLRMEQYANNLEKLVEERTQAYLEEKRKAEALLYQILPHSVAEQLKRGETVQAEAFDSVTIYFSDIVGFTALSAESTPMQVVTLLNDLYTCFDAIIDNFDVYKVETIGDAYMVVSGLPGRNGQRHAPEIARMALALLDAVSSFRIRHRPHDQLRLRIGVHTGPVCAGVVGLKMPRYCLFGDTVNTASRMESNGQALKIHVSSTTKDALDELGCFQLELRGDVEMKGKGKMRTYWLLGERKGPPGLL
rCAG binder: binds r(CAG) RNA repeats; r(CAG) RNA repeat, TO-PRO-1 dye displacement fluorescence; 370,000 tested, 1.3% active; AID 651821; inhibition, % at 3 µM;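 active = inhibition above the plate cutoff, the mean of all test compounds on that plate plus 3 SD, cut at about 35% in these data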;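 note: 0% = DMSO alone and 100% = 100 µM mitoxantrone as full dye displacement; higher means more dye released from RNA so lower well fluorescence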
mABHD4 FP: inhibitors of mouse ABHD4; 370,000 tested, 0.54% active; AID 720543; inhibition, % at 8.92 µM; Q8VD66; purified mABHD4, FP-Rh probe fluorescence polarization;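 active = inhibition exceeding the mean over every tested compound plus 3 SD, cut at about 30% in these data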;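 note: 0% = plate median of compound wells and 100% = S159A mutant with DMSO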
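System: mouse ABHD4 enzyme, wild type / Medium: HEPES pH 7.0, NaCl, Pluronic buffer / Reagent: FP-Rh activity-based fluorescent probe / Control set: S159A mutant high control, sample median low control / Detection: fluorescence polarization with parallel and perpendicular emission, 525/598 nm / Schedule: 45 min + 60 min at 25 °C / Compound dosing: 8.92 µM, single dose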
Rev-erbA mod: Rev-erb alpha (human) modulation. activity, % at 10 µM. 370,000 tested, 0.79% active. Rev-erbα–FITC-DNA binding, fluorescence polarization, 90 min. AID 1259318;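 active = activity above about 14%, limit read from the data; passing the limit was not always enough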;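 note: 0% = DMSO wells with 35 nM protein and 100% = DMSO wells with 750 nM protein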
NPR1 activator: GC-A (human) enzyme activation; P16066; HEK293 GC-A cells, cGMP TR-FRET, EC30 ANP; 0% at EC30 ANP, 100% saturating ANP; activation, % at 10 µM; 370,000 tested, 0.14% active; AID 1671463; in the data active = activation above about 40%
PG9 binder: PG9 antibody binding by small molecule. TR-FRET gp120-PG9 antibody binding. inhibition, % at 6.7 µM. 360,000 tested, 0.43% active; in the data active = inhibition above about 8.5%
The depositor's hits bear a star; · = no result given.

SMILES	ASAP1 GAP inh	HTRA1 inhibitor	ARFGAP1 inhibitor	SMARCA2 act	NPR2 activator	rCAG binder	mABHD4 FP	Rev-erbA mod	NPR1 activator	PG9 binder
CCOc1ccc(C(=S)N2CCCC2)c(OCC)c1	1	-10	-7	0	0	-3	-1	2	1	-1.3
NC(=O)CN(C/C=C/c1ccccc1)C/C=C/c1ccccc1	4	-6	-1	-2	0	0	-2	3	2	-1.0
CCc1ccccc1S(=O)(=O)Cc1ccc(C(=O)N2CCN(c3ccccc3OC)CC2)o1	-10	-3	-1	1	-2	-1	2	-1	3	-2.0
CCOc1ccc(-n2c(C)cc(C(=O)CCl)c2C)cc1	-13	2	-1	0	-3	-2	0	-1	14	-0.2
O=C1c2ccccc2C(=O)C1(CO)c1ccccc1	-7	4	9	2	-12	5	2	-4	-1	-8.2
COC(=O)C1=C(C)N(Cc2cccc(C(F)(F)F)c2)C(=NCc2ccc(C(F)(F)F)cc2)NC1c1ccccc1C(F)(F)F (configuration not stated)	6	·	17	-3	0	2	1	3	-4	1.1
CN1CCc2c(n(CC(O)CNCc3ccccc3)c3ccccc23)C1=O (configuration not stated)	3	6	6	-4	-19	-7	1	-2	-26	-1.2
CCOC(=O)c1ccc(NC(=O)Nc2ccon2)cc1	-8	-8	-12	2	-3	3	-7	3	-7	0.5
COC(=O)C[C@H]1C[C@H]2c3cc(NC(=O)C4CCC4)ccc3O[C@H]2[C@H](CO)O1	-7	-1	-4	-3	3	2	-4	-7	-1	0.5
COc1ccc(NS(=O)(=O)c2ccc3c(c2)NC(=O)CO3)c(OC)c1	-2	7	-3	-1	-3	1	-6	-5	-14	-0.5
Cc1cc2nc(-c3ccc(C#N)cc3)c(Cc3cccc(F)c3)n2c(C)c1Br	6	·	2	-2	-1	18	-15	-5	5	1.0
O=C(CCC(=O)c1cccs1)OCC(=O)N1CCN(C(=O)c2ccco2)CC1	4	-1	5	1	-4	5	5	6	-5	1.1
O=C(NCC(F)(F)F)[C@H]1O[C@@H](n2ccc(=O)[nH]c2=O)[C@H](O)[C@@H]1O	-20	·	7	0	3	1	-1	5	-2	0.2
CN(C)c1ccc(C(CNS(=O)(=O)c2ccc3ccccc3c2)c2c[nH]c3ccccc23)cc1 (configuration not stated)	12	-5	-6	5	3	15	-23	0	-3	-2.3
O=C(COc1ccccc1Br)NC(=O)NC1CCCC1	-10	-3	0	1	1	-4	0	2	0	-0.1
CCN(CC)CCN1C(=O)/C(=C\c2ccc(Cl)c([N+](=O)[O-])c2)SC1=Nc1ccc(OC)cc1	9	-18	-1	-11	-6	7	20	2	4	-2.2
O=C(COC(=O)Cc1ccc(Br)cc1)Nc1ccc(N2CCOCC2)cc1	21	-4	15	0	4	3	6	-4	-1	-1.4
Cc1ccc(Nc2nc(NCCO)c3ccccc3n2)cc1C	28*	5	18	1	-5	7	35*	9	-5	-2.2
COc1ccc(OC)c(S(=O)(=O)Nc2ccc(F)cc2)c1	-12	-1	0	-3	-3	-4	3	-1	-7	-0.3
CC(=O)c1ccc(NC(=S)Nc2ccc3cn[nH]c3c2)cc1	-1	13	3	-1	-5	2	-1	7	-3	-0.3
COC(=O)c1cc2c(c3c4cc(OC)ccc4n(S(=O)(=O)c4ccc(C)cc4)c13)C(=O)N(Cc1ccccc1)C2	-4	·	5	-7	-1	20	-7	-7	0	-0.7
CCc1ccc(NC(=O)CCn2nc(C)c(S(=O)(=O)N3CCCCC3)c2C)cc1	-6	-5	3	-3	2	-5	2	3	0	-1.4
CC(C)(CNS(=O)(=O)c1ccc2c(c1)OCCO2)N1CCOCC1	3	-3	10	1	4	-4	1	0	-4	-1.8
CC(C)(C)Cc1nnc(NS(C)(=O)=O)s1	1	-3	0	-2	-2	1	0	-1	1	2.6
COc1cccc(CNC(=O)c2cccc(Br)c2)c1	-6	1	0	-2	1	-2	-13	-1	-2	-0.1
Cc1ccc(C(C)C)cc1OCC(=O)Nc1nnc(C2CC2)s1	2	5	-11	2	-3	3	27	-7	1	-0.1
COCCn1c(-c2ccc(F)cc2)nc2oc3cc(OC)ccc3c(=O)c2c1=O	-6	2	-2	3	-10	1	0	-2	1	0.9
O=c1[nH]c2cc([N+](=O)[O-])c([N+](=O)[O-])cc2[nH]c1=O	-17	4	8	-3	3	-3	-7	-3	-1	-0.8
Cc1ccc(S(=O)(=O)N(Cc2cccc(F)c2)C(=O)N2CCN(C)CC2)cc1	·	5	·	·	3	·	·	0	1	·
COc1ccc(NC(=O)CN(C)C(=O)/C=C/c2cn(-c3ccccc3)nc2-c2ccc(F)cc2)cc1	6	-19	2	-3	-2	6	-5	2	-3	0.8
Cc1cc(C(=O)Nc2ccccc2C#N)n(-c2ccccc2)n1	8	-5	0	-2	1	2	-6	-6	1	-0.9
O=C(COC(=O)c1ccc(F)cc1F)NCCC1=CCCCC1	-12	-7	-20	-3	5	2	-4	-7	3	0.0
O=C(CC1(O)C(=O)N(Cc2ccc3c(c2)OCO3)c2ccccc21)c1ccccc1 (configuration not stated)	18	-25	-2	1	-2	1	6	-4	-4	1.5
O=C(Nc1cc(S(=O)(=O)N2CCOCC2)ccc1O)c1ccc(S(=O)(=O)N2CCCCC2)cc1	-2	10	-1	-2	-2	40*	2	0	0	1.6
C[C@H]1CN([C@@H](C)CO)C(=O)c2cccc(NC(=O)c3cnccn3)c2O[C@@H]1CN(C)C(=O)Nc1ccc2c(c1)OCO2	12	6	-2	1	6	-3	1	4	2	0.8
CCOc1ccc2cc(C#N)c(SCC(=O)N3CCOCC3)nc2c1	-4	-2	6	8	-12	2	8	3	-2	0.4
CCOC(=O)CSc1nnc(CNC(=O)c2ccccc2OC)n1-c1ccc(OC)cc1	1	0	-6	0	-4	-6	8	4	0	0.4
COc1ccc(CNC(=O)C(C)N2CCN(c3ccc(C(C)=O)cc3)CC2)cc1 (configuration not stated)	-14	-7	11	2	-1	-4	3	-8	-5	0.8
COc1ccc(C2C(C(=O)Nc3cccc(C)n3)c3ccccc3C(=O)N2C)cc1 (configuration not stated)	-4	0	4	1	-3	-3	-16	0	-4	0.1
CNc1cc(C(F)(F)F)nc(-c2ccccn2)n1	-13	-1	0	0	-2	1	1	-1	-2	-0.3
Cc1ccc(N(C(=O)CNC(=O)c2ccco2)C(C(=O)NC2CCCC2)c2ccncc2)c(C)c1 (configuration not stated)	1	-5	-7	-3	2	-1	-5	1	-4	-0.6
O=C(NCc1ccc(Cl)cc1Cl)c1ccc2nc[nH]c2c1	7	-4	5	0	5	6	8	1	0	-1.0
O=C(N=Nc1c(O)[nH]c2ccccc12)c1cc(-c2cccs2)[nH]n1	22	-21	30*	-2	3	15	-7	-34	0	-0.6
O=C(c1ccc(-c2cccc([N+](=O)[O-])c2)o1)N1CCN(c2ccc([N+](=O)[O-])cc2)CC1	1	-6	11	-1	-1	3	4	-2	-1	-0.2
CCCCn1c(N)c(N(CCOC)C(=O)CN2C(=O)c3ccccc3C2=O)c(=O)[nH]c1=O	-3	2	-3	-2	3	-4	-6	-5	0	-0.8
Cc1cc(Br)ccc1NC(=O)CCCOc1cc(=O)n(C)c2ccccc12	-4	·	4	-3	-12	6	-7	4	-8	0.9
O=C(O)c1cn(Cc2ccccn2)c(=O)c2ccccc12	11	8	2	0	2	0	2	0	-2	0.5
COC(=O)c1ccccc1NC(=O)Cn1c(-c2nonc2N)nc2ccccc21	·	7	·	·	-19	·	·	0	-18	·

The last 3 compounds of the section above open the next one.
SMILES	ASAP1 GAP inh	HTRA1 inhibitor	ARFGAP1 inhibitor	SMARCA2 act	NPR2 activator	rCAG binder	mABHD4 FP	Rev-erbA mod	NPR1 activator	PG9 binder
Cc1cc(Br)ccc1NC(=O)CCCOc1cc(=O)n(C)c2ccccc12	-4	·	4	-3	-12	6	-7	4	-8	0.9
O=C(O)c1cn(Cc2ccccn2)c(=O)c2ccccc12	11	8	2	0	2	0	2	0	-2	0.5
COC(=O)c1ccccc1NC(=O)Cn1c(-c2nonc2N)nc2ccccc21	·	7	·	·	-19	·	·	0	-18	·
CCO[C@@H]1OC(C(=O)Nc2ccccc2)=C[C@H](c2ccc(Br)cc2)[C@H]1CCCO	10	-79	-7	-1	8	1	-21	-3	1	-0.3
CN(C)c1ccc(C2CC(=O)C=C(Nc3ccccc3N)C2)cc1 (configuration not stated)	3	·	8	2	-3	-2	15	0	-5	-3.8
COc1ccc(-n2c(C)cc(C(=O)CSc3nnc(-c4cccs4)o3)c2C)cc1	0	-43	6	-6	-6	13	-18	-7	-9	-1.2
COc1ccc(NC(=O)C[C@H]2C(=O)N(CCc3ccccc3)C[C@@H]2c2ccc(OC)cc2)cc1	-8	-10	6	7	-6	6	-3	-3	-2	-1.2
CCN1C[C@@H]2[C@@H]3C(=O)N(Cc4ccccc4)C(=O)[C@@H]3[C@](Cc3ccccc3)(C1=O)N2C(=O)c1ccc(Cl)c(Cl)c1	4	-15	20	-1	-16	6	-2	-2	-11	-0.4
Cc1ccc2nc(SCC(=O)c3cc(C)n(C)c3C)[nH]c2c1	7	-6	0	-2	-10	7	0	-1	4	-0.2
O=C(NCCCn1ccnc1)c1cnn2c1NC(c1ccccc1)CC2C(F)(F)F (configuration not stated)	0	13	-14	0	4	-9	3	-5	-2	0.5
CCC1CCCCN1CC(=O)c1c(C)[nH]c2cc(C)ccc12 (configuration not stated)	0	-12	5	-2	3	5	-4	-5	-2	-3.1
Cn1c(CC(=O)Nc2ccccc2Cl)nnc1SCC(=O)Nc1nncs1	-2	1	-2	-1	4	1	-7	4	7	-1.7
CC(C)c1ccc(N(CC(=O)NCCSC(C)(C)C)S(C)(=O)=O)cc1	-1	-8	10	-2	6	-10	1	7	0	-0.5
CCOC(=O)CSc1nc2c(cnn2-c2ccc(Cl)cc2)c(=O)[nH]1	-1	1	11	1	8	4	7	-1	12	-0.3
CCCC(=O)c1ccc(N2CCN(S(=O)(=O)c3ccccc3)CC2)c(F)c1	-1	2	1	-3	-6	-1	2	3	-6	-0.9
CC1(C)Cc2ccccc2C(NNC(=O)c2cccnc2)=N1	-9	10	-4	3	5	0	-2	-2	2	0.0
O=C(NNC(=O)[C@@H]1CCCC[C@@H]1C(=O)O)c1cccs1	4	-4	1	2	2	3	-1	-5	2	0.1
COc1cc(/C=C(/NC(=O)c2ccccc2)C(=O)Nc2ccc(O)cc2)c([N+](=O)[O-])cc1OC	7	1	15	-4	3	9	1	4	5	2.5
O=C(CSc1nc2ccccc2c(=O)n1CC1CCCO1)Nc1ccccc1 (configuration not stated)	6	-4	0	0	-1	0	4	2	3	-1.1
Cc1ccnc(Nc2ccc(CCO)cc2)n1	-6	·	27*	7	-2	-1	3	-4	2	-1.6
O=C(CNC(=O)c1ccc(Cl)cc1Cl)OCn1nnc2ccccc2c1=O	-13	-3	1	1	9	1	1	2	9	0.7
